Source: PubChem BioAssay (National Center for Advancing Translational Sciences (NCATS))
TSHR antagonist – human thyrotropin receptor antagonism; 330,000 compounds, 0.2% hits; activity change, negative = inhibition, % at 11.5 µM; AID 504810; P16473; TSHR-expressing cells, TSH-stimulated cAMP HTRF, 2 h; active compounds read low;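 active = activity change below a set negative limit, meaning inhibition stronger than a set level, cut at about -70% in these data; inconclusive = activity change between two set negative limits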; note: % is set by controls: 0 for no effect and ±100 for the full control effect
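Read-out is FRET at 665 nm (cryptate excitation 337 nm) from a cryptate-tagged anti-cAMP antibody, competed by cell cAMP against cAMP-d2. Compounds are tested on freshly harvested TSHR cells challenged with 4nM TSH (EC80) for 2 hours at 37 deg C.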
USP2a block – inhibitors of human ubiquitin-specific protease USP2a | USP2 core, Ub-CHOP2 coupled fluorogenic reporter, 485/531 | Potency, µM (highest dose often 38.3 µM), for inactives: top-dose activity change, negative = inhibition, hits mostly inhibitors | 330,000 compounds, 0.01% hits | O75604;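 note: potency is the fitted concentration of half-maximal effect; plate controls were DMSO wells for no effect and full inhibition by NEM control for full effect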
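USP2 core (10nM final) preincubated 30min RT with compound in 20mM Tris-HCl pH 8.0, 2mM CaCl2, 2mM beta-mercaptoethanol, 0.05% CHAPS; 25nM Ub-CHOP2 plus 25nM reporter substrate added, fluorescence (Ex485/Em531) read after 60min.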
PKM2 activator – increases activity of human pyruvate kinase M2. P14618. purified PKM2, Kinase-Glo ATP luminescence, activation; response scale: 0% is enzyme alone, no compound. Potency, µM (highest dose often 57.5 µM), without a hit: at the highest dose activation, actives largely listed as activators. 260,000 compounds, 0.34% hits; note: potency is the fitted concentration of half-maximal effect; % is set by controls: 0 for no effect and ±100 for the full control effect; nearly all actives have a fitted effect of over 55% in size
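Purified hPK-M2 (>95% pure) converted ADP (0.1 mM final) to ATP with 0.5 mM PEP in 50 mM imidazole pH7.2, KCl, MgCl2, Tween 20, BSA; 1 h at room temperature. ATP detected by Kinase-Glo luminescence.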
Eya2 inh – blocks the phosphatase activity of human Eya2 | O00167 | recombinant Eya2, OMFP fluorescence dephosphorylation (OMFP is methylfluorescein phosphate) | Potency, µM (highest dose often 76.9 µM), inactives show at the highest dose activity, negative = inhibition, most hits filed as inhibitors | 330,000 compounds, 0.006% hits; note: potency is the fitted concentration of half-maximal effect; % is set by controls: 0 for no effect and ±100 for the full control effect
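Eya2 (0.2 uM) preincubated 10 min at ambient with compound, then OMFP substrate added at 50 uM; 10 min reaction in 50 mM HEPES pH 7.5, 50 mM NaCl, 5 uM MgCl2, 0.05% BSA, 1 mM DTT. Fluorescence read at Ex 485/Em 525 nm.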
GALK inh – blocks human galactokinase activity. 270,000 compounds, 0.007% hits. P51570. Potency, µM (highest dose often 57.5 µM), for the others: at the highest dose activity change, negative = inhibition, hits mostly inhibitors. Purified GALK, Kinase-Glo residual ATP luminescence. AID 1868; note: potency is the fitted concentration of half-maximal effect; % is set by controls: 0 for no effect and ±100 for the full control effect
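Galactose (100 uM) and ATP (35 uM) were turned over by 5 nM GALK for 1 h at RT. Kinase-Glo Plus then converted the remaining ATP into a luminescent signal.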
Mito fusion yeast – inhibitors of mitochondrial division or activators of mitochondrial fusion; AID 485298; S. cerevisiae fusion-defective mutant growth rescue, CellTiterGlo 48 h; Potency, µM (doses to about 46.1 µM), for inactives: top-dose growth rescue (activation), actives largely listed as activators; 320,000 compounds, 0.23% hits;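 note: potency is the fitted concentration of half-maximal effect; % of control where 0% means no effect; nearly all actives have a fitted effect of over 45% in size; temperature-sensitive fusion mutants such as fzo1-1 at 37 °C on non-fermentable ethanol glycerol medium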
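Yeast fusion mutant, YPEG (non-fermentable carbon), compound, 48 h at 37C non-permissive; CellTiterGlo added, 10 min RT, luminescence read. Rescued growth = division inhibition.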
KCNH2 WT inh – KCNH2 (human, wildtype) channel inhibition | U2OS, BacMam KCNH2, thallium flux FluxOr; active compounds read low | activity change, % at 1.84 µM | 340,000 compounds, 0.37% hits;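 active = maximum activity change below -70%; inconclusive = maximum activity change between -70% and -50%; inactive = maximum activity change above -50%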; note: % is set by controls: 0 for no effect and ±100 for the full control effect
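U2OS cells were transduced with wild-type KCNH2 virus (2.03 x 10^8 / mL) for 4 h at room temperature, then cultured overnight at 37 C. Thallium flux was read with FluxOr dye. Rate constants were normalized to DMSO controls.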
Chronic BCR inh – chronic active BCR signaling inhibition. Potency, µM (doses to about 46.1 µM), inactives show at the top dose ratio change, negative = lower green/red ratio, most hits filed as inhibitors. ABC-DLBCL IkBa-CBG/CBR reporter, luminescence ratio, 4 h. 340,000 compounds, 0.05% hits. AID 493014; active = well fitted inhibition curve with a large enough effect in the signal ratio, with a control signal flat, not every such curve was filed as active; inconclusive = small, poorly fitted or top-dose-only effect, or effect the other way, or a change in a side signal; the % refers to the signal ratio;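 note: potency is the fitted concentration of half-maximal effect; plate controls were basal doxycycline-induced cells for no effect and cells given 10 µM MG132 for full effect; MG132 reads +100%, hits lower the ratio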
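Concentration-response series (up to 46 uM) were applied to TMD8 dual-reporter cells for 4 h at 37C with doxycycline. Green/red ratio, after filter-overlap correction, defined %Activity; red signal alone was normalised to basal cells and zero luminescence.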
Menin MLL FP TR – inhibitors of human menin-MLL interaction, mutant MLL peptide | Menin + Texas Red MLL mutant peptide, fluorescence polarization | Potency, µM (titrated, usually from 61.6 µM), for inactives: at the top dose FP activity change, negative = inhibition, usual class: inhibitors | 270,000 compounds, 0.23% hits; active = well fitted inhibition curve with a large enough effect in the polarisation, with a control signal flat, not every such curve was filed as active; inconclusive = small, poorly fitted or top-dose-only effect, or effect the other way, or a change in a side signal; inactive = no such curve, though single readings can be large or run the other way; the % refers to the polarisation; note: potency is the fitted concentration of half-maximal effect; % of control where 0% means no effect; many of its hits are not listed in these tables
S-ASM inh – human S-ASM enzyme inhibition | placental ASM, HMU-PC fluorogenic substrate, 60 min | AID 504937 | Potency, µM (top dose mostly 57.5 µM), inactives show top-dose activity change, negative = inhibition, hits mostly inhibitors | 340,000 compounds, 0.006% hits; note: potency is the fitted concentration of half-maximal effect
Target sequence (P17405 47-631 limits assumed): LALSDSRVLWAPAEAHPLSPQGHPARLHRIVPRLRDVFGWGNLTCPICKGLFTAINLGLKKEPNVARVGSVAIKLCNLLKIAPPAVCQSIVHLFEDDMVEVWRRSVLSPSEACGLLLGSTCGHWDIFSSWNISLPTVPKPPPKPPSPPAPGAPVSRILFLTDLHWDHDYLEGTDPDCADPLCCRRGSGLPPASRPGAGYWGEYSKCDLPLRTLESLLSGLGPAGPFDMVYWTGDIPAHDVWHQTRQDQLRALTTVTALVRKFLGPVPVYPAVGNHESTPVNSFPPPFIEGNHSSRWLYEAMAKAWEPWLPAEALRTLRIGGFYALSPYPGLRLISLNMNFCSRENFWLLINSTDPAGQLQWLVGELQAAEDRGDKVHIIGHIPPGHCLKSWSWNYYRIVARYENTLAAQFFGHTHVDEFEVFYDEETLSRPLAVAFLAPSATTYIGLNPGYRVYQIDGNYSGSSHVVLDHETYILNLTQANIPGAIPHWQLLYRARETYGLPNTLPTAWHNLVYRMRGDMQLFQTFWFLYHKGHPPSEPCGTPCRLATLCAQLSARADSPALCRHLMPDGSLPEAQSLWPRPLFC
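HMU-PC0 cleavage (9 uM final) by human placental ASM, 60 min at 37 °C following 10 min compound exposure at RT; stopped at pH 10, fluorescence Ex 386/Em 447 nm.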
MBNL1 CUG block – blocks human MBNL1 binding to CUG repeat RNA; Q9NR56; TR-FRET MBNL1-His/biotin-(CUG)12 binding, 665/545 ratio; Potency, µM (top dose mostly 57.5 µM), without a hit: top-dose activity change, negative = inhibition, hits mostly inhibitors; 280,000 compounds, 0.036% hits; active = well fitted inhibition curve with a large enough effect in the signal ratio, with a control signal flat, not every such curve was filed as active; inconclusive = small, poorly fitted or top-dose-only effect, or effect the other way, or a change in a side signal; inactive = no such curve, though single readings can be large or run the other way; the % refers to the signal ratio; note: potency is the fitted concentration of half-maximal effect; % is set by controls: 0 for no effect and ±100 for the full control effect
Target sequence (Q9NR56 whole entry, looked up): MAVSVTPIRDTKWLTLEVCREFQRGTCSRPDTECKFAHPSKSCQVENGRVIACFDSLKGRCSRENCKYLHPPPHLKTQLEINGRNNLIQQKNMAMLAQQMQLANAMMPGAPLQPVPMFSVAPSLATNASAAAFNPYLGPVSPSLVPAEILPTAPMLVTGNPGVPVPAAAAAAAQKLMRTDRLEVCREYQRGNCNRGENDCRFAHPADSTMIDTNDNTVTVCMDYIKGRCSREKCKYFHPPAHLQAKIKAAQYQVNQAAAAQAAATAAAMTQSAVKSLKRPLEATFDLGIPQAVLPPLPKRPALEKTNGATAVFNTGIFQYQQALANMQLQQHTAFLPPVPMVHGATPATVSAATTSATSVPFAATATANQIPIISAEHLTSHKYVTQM
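Compounds (final 92 nM to 58 uM) are added to His-tagged MBNL1 and biotin-(CUG)12, then terbium anti-His antibody and streptavidin-XL665 (5 nM final). After 60 min at room temperature, the 665/545 nm ratio is read.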
* hit, by the source's call; u = inconclusive; x = no result given; [ ] = another dose, or the depositor's remark. Unless noted, calls come from the whole dose curve; as a rule, active = well fitted curve in the direction sought with a large enough effect; inconclusive = small, poorly fitted or top-dose-only effect, or another doubt; inactive = no such curve, though single readings can be large; an effect the other way counts as inactive or inconclusive. Some of the compounds tested (hit frequency here may not be typical).

SMILES | TSHR antagonist | USP2a block | PKM2 activator | Eya2 inh | GALK inh | Mito fusion yeast | KCNH2 WT inh | Chronic BCR inh | Menin MLL FP TR | S-ASM inh | MBNL1 CUG block
CCCC1(CCC)NC(=O)N(CC(=O)Nc2cccc(OC)c2)C1=O | -4 | 2% | 0% | 1%[15.4 µM] | 2% | -4% | -5 | 0% | 6% | 0% | 16%
Fc1ccc(-c2n[nH]c(=S)c3ccccc23)cc1 | -14 | -1% | 0% | u | 5% | -3% | 4 | 0% | -19% | -3% | 17%
CCOC(=O)c1cc(NC(=O)c2c(C)noc2C)cc(C(=O)OCC)c1 | -1 | 1% | -6% | -10% | 2% | 20% | -5 | -1% | -4% | -2% | -1%
N#Cc1nc(-c2ccccc2Cl)oc1N1CCCCC1 | 10 | -1% | -4% | 0% | 9% | u | -2 | u | -5% | 12% | 0%
O=C1CCN(CCc2ccccc2)CCN1CCO | 20 | 1% | 0% | 2% | x | -1% | 2 | -6% | 6% | 5% | -5%
O=C(NCCc1ccc(Cl)cc1)C1CCCN(S(=O)(=O)N2CCCCCC2)C1 (stereo unspecified) | -15 | 4% | x | -8% | 8% | 31% | 17 | 0% | -4% | -1% | 12%
Cc1ccc(C(C(=O)NC2CCCC2)N(Cc2ccc(F)cc2)C(=O)c2csnn2)o1 (stereo unspecified) | -1 | 3% | 2% | 3% | 5% | -5% | 3 | -2% | 1% | 0% | 3%
O=C(Cc1ccccc1Cl)N1CCN(c2ccccn2)CC1 | -7 | -1% | 12% | -2% | 7% | 3% | -2 | -1% | -1% | 3% | -3%
CN(C)/C=C(\c1cnc(Cl)s1)S(=O)(=O)c1ccccc1 | 1 | 2% | 4% | 4% | -1% | 0% | -1 | -2% | 1% | 5% | -4%
COc1ccc(N(Cc2cc3cc(C)ccc3[nH]c2=O)C(C)=O)cc1 | -1 | -2% | 0% | 1% | 4% | 1% | -3 | -2% | -24% | 0% | -3%
COc1cccc(-c2noc(-c3ccc4c(c3)OCO4)n2)c1 | 1 | 2% | -1% | 2% | 7% | -7% | 2 | -2% | 11% | -1% | -7%
S=C(NCc1ccco1)N1CCN(c2nc(-c3ccc(Cl)cc3)cs2)CC1 | -34 | -6% | 1% | 1% | -3% | 4% | -2 | u | u | -16% | -8%
COC(=O)C1=C(C)N(Cc2ccco2)C(=O)C1 | x | -5% | 14% | -27% | -3% | -2% | -16 | 0% | -18% | -1% | 4%
CCSC1=C(C#N)C(c2ccc(C)s2)CC(=O)N1 (stereo unspecified) | -16 | 0% | -8% | -3% | 3% | 0% | -13 | 2% | 9% | 0% | 4%
Cn1cccc1CC(=O)NNC(=S)Nc1ccc(Cl)cc1 | 6 | 0% | -9% | 15% | 7% | 1% | -3 | 1% | u | 6% | -10%
CCOc1ccc(C(=O)CCC(=O)Nc2ccc(C)cn2)cc1 | 3 | 0% | x | 17% | x | 4% | -19 | 8% | x | 1% | x
Cc1cccc(NC(=O)C(C)Sc2nc3ccccc3c(=O)n2CCCN2CCOCC2)c1 (stereo unspecified) | 8 | -1% | x | 0% | x | 20% | 3 | 5% | x | -1% | x
O=C(CCN1C(=O)/C(=C/c2ccccc2Cl)SC1=S)NC1C=CS(=O)(=O)C1 (stereo unspecified) | -11 | 2% | x | -7% | 0% | 1% | 8 | u | u | -5% | u
Cc1noc2ncnc(Sc3ccc(Cl)cc3)c12 | x | x | -9% | x | 0% | -21% | -5 | x | 7% | -9% | 2%
CCCCCCCn1c(=O)c(C(=O)OC)c(N)c2ccccc21 | -18 | -1% | 2% | -20% | -3% | 11% | 0 | 0% | x | -12% | -3%
O=C(CSc1ncccn1)NN=C1CCCCCCC1 | -9 | 3% | -4% | -5% | -3% | 0% | 2 | 18% | 1% | 2% | -4%
COc1ccc(Cl)cc1NC(=O)NCCCl | 12 | 0% | -1% | 4% | -5% | 1% | -2 | -7% | -1% | 5% | 9%
COC(=O)c1c(NC(=O)c2ccc(Br)s2)sc2c1CCC2 | -8 | 1% | 1% | -6% | 1% | 5% | 2 | 1% | 9% | 24% | 4%
Cc1ccc(SCC(=O)c2cc(C)c(O)c(C)c2)cc1 | 0 | 4% | x | -5% | 0% | 16% | -5 | 0% | 45%[activator] | -15% | -2%
CCOc1ccccc1N(CC(=O)N1CCCCCC1)S(=O)(=O)c1ccc(C)cc1 | 1 | -2% | 3% | 0% | 7% | -5% | -3 | 5% | x | 2% | -4%

(next part)
SMILES | TSHR antagonist | USP2a block | PKM2 activator | Eya2 inh | GALK inh | Mito fusion yeast | KCNH2 WT inh | Chronic BCR inh | Menin MLL FP TR | S-ASM inh | MBNL1 CUG block
COc1ccc(C(=O)Oc2ccc[nH]c2=O)cc1 | 19 | -10% | -25% | 3% | 2% | -6% | 0 | u | 4% | -6% | -3%
CC(C)(C)OC(=O)NCCc1nnc(SCc2cccc(Cl)c2)o1 | 15 | -2% | -5% | -2% | x | 9% | 0 | -2% | x | -1% | 6%
CCCCNC(=O)CN1C(=O)C(CC)Oc2ccc(Cl)cc21 (stereo unspecified) | 8 | 2% | -9% | -8% | 0% | 3% | -20 | 8% | 0% | 1% | 6%
OCC1CCCCN1C(=S)NCc1ccco1 (stereo unspecified) | 2 | 0% | -2% | -5% | 0% | 5% | 4 | 2% | 10% | 2% | 9%
COc1ccc(C(=O)COC(=O)C(CCSC)NC(=O)COc2ccccc2)cc1 (stereo unspecified) | -5 | -1% | x | 7% | x | -3% | 5 | -7% | x | -3% | x
CCn1c(SCC(=O)Nc2ccccc2F)nnc1-c1ccoc1C | -1 | 3% | x | 14% | 6% | 2% | 0 | 3% | x | 2% | 0%
COCCNC(=O)CN1CCC(NC(=O)c2ccco2)CC1 | 0 | 2% | 19% | 4% | 0% | 1% | -37 | u | -2% | 2% | 0%
CC1CCN(c2oc(-c3ccccc3F)nc2C#N)CC1 | -11 | -4% | 4% | -2% | -3% | u | 0 | u | 11% | 7% | 10%
O=C(CSc1nc2ccsc2c(=O)n1CC1CCC(C(=O)O)CC1)c1ccc(Cl)cc1 (stereo unspecified) | -27 | -6% | 3% | u | -2% | -12% | 3 | 5% | -7% | 0% | 7%
COc1ccc(C(=O)OCC(=O)c2ccc[nH]2)c(OC)c1 | 8 | 2% | x | 4% | x | x | -8 | -8% | x | -1% | x
Cc1ccc(C(=O)c2cc3ccccc3o2)cc1[N+](=O)[O-] | -1 | 2% | 0% | -1% | -2% | -15% | -13 | u | 2% | -12% | u
CC(=O)c1ccc(S(=O)(=O)N2CCN(C(=O)C3CCCC3)CC2)cc1 | 26 | -1% | -6% | 6% | 1% | 10% | -3 | -1% | 3% | -1% | u
C/C(=N\NC(=O)c1nnn(-c2nonc2N)c1CN(C)c1ccccc1)c1cccc(O)c1 | -7 | 0% | x | -3% | -2% | 24% | 0 | 6% | 43%[activator] | -10% | -10%
CCOc1ccc(NC(=O)CN(C)C(=O)c2ccccc2SCC(=O)N2CCCC2)cc1OCC | -4 | 0% | x | 5% | x | 3% | -8 | -4% | x | 2% | x

Just Chronic BCR inh and KCNH2 WT inh (three entries from above):
| Compound | Chronic BCR inh | KCNH2 WT inh |
| --- | --- | --- |
| CC1CCN(c2oc(-c3ccccc3F)nc2C#N)CC1 | u | 0 |
| O=C(CSc1nc2ccsc2c(=O)n1CC1CCC(C(=O)O)CC1)c1ccc(Cl)cc1 (stereo unspecified) | 5% | 3 |
| COc1ccc(C(=O)OCC(=O)c2ccc[nH]2)c(OC)c1 | -8% | -8 |
